# Compound activity as filed in PubChem.
# ATG4B inhibitor: blocks human ATG4B protease cleavage of LC3 substrate | AID 504462 | Q9Y4P1 | 0.51% of 340,000 active | inhibition, % at 8.33 µM | ATG4B cleavage of LC3-PLA2, NBD-HPC fluorescence, 1 h; in the data active = inhibition above about 40%
# mIAP activ: increases mouse intestinal alkaline phosphatase activity; muIAP, CDP-Star luminescence, 30 min; stronger effect = higher value; 1 = vehicle-only enzyme signal, 0 = enzyme-free wells; activation factor at 10 µM; 0.24% of 330,000 active; AID 2805;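 active = activation factor of at least 2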; also: the source names both 10 and 20 µM as test concentration; values of inactives mirror those of a sister screen read the other way
#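 System: mouse IAP enzyme. Reagent: CDP-Star chemiluminescent phosphatase substrate. Benchmarks: DMSO wells, no-enzyme wells. Times: 30 min enzyme-substrate-compound incubation at room temperature. Detection: luminescence from enzymatic CDP-Star hydrolysis. Doses: test compounds delivered from DMSO solution.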
# MPTP block: blocks calcium-induced mitochondrial swelling; isolated mouse mitochondria, Ca2+ swelling absorbance, 30 min; inhibition, % at 10 µM; 1.4% of 360,000 active; AID 602449;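 active = inhibition of 50% or more, scaled per plate between neutral and stimulator controls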;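 also: 0% = DMSO wells given calcium and 100% = 1 mM EGTA wells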
# beta cell repl: MIN6 beta-cell proliferation induction | MIN6 cells proliferation, ATPlite luminescence, 48 h; cells starved in 0.2% serum; 100% = growth in 10% serum | proliferation, % at 10 µM | 0.29% of 330,000 active;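 active = compounds whose signal lies at least 3.5 SD above the mean of all wells on their plate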;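 also: 0% = DMSO-treated cells in low-serum medium and 100% = 10% serum control; some compounds called inactive have numbers as strong as hits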
# hIAP inh: human IAP inhibition | P09923 | purified IAP, CDP-Star luminescence, 30 min | inhibition, % at 10 µM | 0.12% of 330,000 active | AID 2544;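 active = inhibition reaching a set limit with compound at 10 µM in the primary screen, cut at about 35% in these data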;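 also: plate controls were DMSO wells with enzyme for no effect and no-enzyme buffer wells for full effect; values of inactives mirror those of a sister screen read the other way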
# Target sequence (P09923 whole entry, looked up): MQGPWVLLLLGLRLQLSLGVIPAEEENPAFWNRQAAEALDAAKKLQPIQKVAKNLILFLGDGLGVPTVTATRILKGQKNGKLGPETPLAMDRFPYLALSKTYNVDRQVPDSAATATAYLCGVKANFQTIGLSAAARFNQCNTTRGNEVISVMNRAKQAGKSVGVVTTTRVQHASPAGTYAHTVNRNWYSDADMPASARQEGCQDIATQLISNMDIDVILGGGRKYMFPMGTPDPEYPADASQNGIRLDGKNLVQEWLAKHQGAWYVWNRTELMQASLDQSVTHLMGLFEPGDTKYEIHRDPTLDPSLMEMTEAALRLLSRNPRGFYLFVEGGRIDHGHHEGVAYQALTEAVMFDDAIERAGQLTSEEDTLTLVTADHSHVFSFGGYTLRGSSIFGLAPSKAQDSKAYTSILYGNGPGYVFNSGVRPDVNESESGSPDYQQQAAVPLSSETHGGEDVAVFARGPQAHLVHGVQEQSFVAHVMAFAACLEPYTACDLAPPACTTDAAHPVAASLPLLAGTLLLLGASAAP
# hIAP act: human IAP activation | purified human IAP, CDP-Star luminescence, 30 min; stronger effect = higher value; 1 = vehicle-only enzyme, 0 = enzyme-free background | P09923 | AID 2524 | activation factor at 10 µM | 0.16% of 330,000 active;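 active = activation factor of the enzyme at least 2-fold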; also: the source names both 10 and 20 µM as test concentration; values of inactives mirror those of a sister screen read the other way
# mIAP block: blocks mouse intestinal alkaline phosphatase. AID 2806. 0.2% of 330,000 active. purified mouse IAP, CDP-Star luminescence, 30 min. inhibition, % at 10 µM;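 active = inhibition of at least 40% at 10 µM in the primary screen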;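 also: plate controls were DMSO with enzyme for no effect and no enzyme wells for full effect; values of inactives mirror those of a sister screen read the other way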
# APOBEC3A inh: human APOBEC3A DNA deaminase inhibition; recombinant A3A, FAM/TAMRA ssDNA deamination fluorescence; inhibition, % at 20 µM; 0.41% of 330,000 active; AID 493011;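 active = at least 40% inhibition at 20 µM here, with at most 30% in a related deaminase screen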;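 also: plate controls were A3A with DMSO for no effect and wells lacking A3A enzyme for full effect; some results filed as inactive read as strong as hits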
# Target sequence (P31941 whole entry, looked up): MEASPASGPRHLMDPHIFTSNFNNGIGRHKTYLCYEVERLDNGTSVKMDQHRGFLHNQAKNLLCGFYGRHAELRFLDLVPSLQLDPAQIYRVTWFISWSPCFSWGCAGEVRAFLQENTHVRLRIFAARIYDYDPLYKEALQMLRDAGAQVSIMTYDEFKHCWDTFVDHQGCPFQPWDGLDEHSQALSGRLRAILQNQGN
# APOBEC3G inh: blocks human APOBEC3G single-stranded DNA deamination; recombinant A3G, ssDNA deamination FAM/TAMRA fluorescence; inhibition, % at 20 µM; 0.28% of 330,000 active; AID 493012; Q9HC16;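 active = inhibition of at least 40% at 20 µM, with no more than 30% in the related APOBEC3A deaminase screen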;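 also: plate controls were DMSO wells with A3G for no effect and wells lacking A3G enzyme for full effect; some compounds called inactive have numbers as strong as hits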
# Target sequence (Q9HC16 whole entry, looked up): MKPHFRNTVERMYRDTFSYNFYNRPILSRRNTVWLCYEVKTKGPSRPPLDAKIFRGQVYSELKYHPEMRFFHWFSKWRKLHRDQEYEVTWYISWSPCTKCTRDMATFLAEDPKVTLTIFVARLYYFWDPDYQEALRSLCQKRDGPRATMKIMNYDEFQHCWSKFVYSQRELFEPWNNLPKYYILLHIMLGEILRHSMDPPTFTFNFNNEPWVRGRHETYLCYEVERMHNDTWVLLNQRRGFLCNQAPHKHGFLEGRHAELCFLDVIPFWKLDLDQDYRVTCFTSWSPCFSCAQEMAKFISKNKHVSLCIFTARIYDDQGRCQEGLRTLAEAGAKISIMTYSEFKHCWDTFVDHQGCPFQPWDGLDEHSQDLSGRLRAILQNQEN
# Starred values were filed as active, the others as inactive.
SMILES,ATG4B inhibitor,mIAP activ,MPTP block,beta cell repl,hIAP inh,hIAP act,mIAP block,APOBEC3A inh,APOBEC3G inh
CCCN(C(=O)CSc1ncccn1)C1CCS(=O)(=O)C1 (centres undefined),-4.2,0.939,-0.2,0.9,0.0,1,6.1,0.6,-8.3
O/N=C1\CCSc2ccc(F)cc21,1.5,0.903,0.8,-0.2,8.1,0.919,9.7,-5.0,-8.5
Fc1ccccc1Cc1nnc2n1N=C(c1ccc(Cl)cc1)CS2,0.8,0.972,3.3,-0.1,-14.8,1.15,2.8,-4.5,-6.8
O=C(NCCCN1CCOCC1)C1CCCN(S(=O)(=O)N2CCCCC2)C1 (centres undefined),-2.8,0.911,-1.8,3.5,6.2,0.938,8.9,-4.3,1.4
COc1ccc(Cl)cc1S(=O)(=O)NCCCn1ccnc1,2.3,1.06,0.0,1.5,6.1,0.939,-6.1,-4.0,-1.8
O=C(c1cccs1)N(Cc1cccc(F)c1)C1CCS(=O)(=O)C1 (centres undefined),-3.3,0.938,-1.1,-3.2,0.2,0.998,6.2,-2.7,-4.7
Cc1nnc(NC(=O)CSc2nnc(NC(=O)C(C)(C)C)s2)s1,-0.7,0.99,-4.9,1.0,9.2,0.908,1.0,0.9,-3.7
CCN(CC)CC(=O)Nc1c(C#N)cnn1-c1ccccc1,-2.2,1.05,1.3,-2.2,0.1,0.999,-5.2,-0.2,-4.4
O=C(NC(=S)N1CCN(c2ccc([N+](=O)[O-])cc2)CC1)c1ccco1,7.5,0.907,-0.4,-1.9,8.9,0.91,9.3,-0.6,-3.5
O=C1CSC(=Nc2ccc(Cl)cc2)N1Cc1cccnc1,-4.4,0.978,1.5,2.1,8.4,0.916,2.2,-1.8,-8.9
COc1cc2cc(NC(C)=O)cc(NCc3ccccc3)c2cc1OC,-1.6,1,0.1,-1.7,5.4,0.946,-0.4,-2.4,-0.9
CC(C)c1cc(C(=O)N/N=C/c2cccnc2)n[nH]1,-4.1,1.11,0.1,-0.4,-17.1,1.17,-11.0,-4.4,-5.6
CSc1ccccc1C(=O)N1CCC(n2nccc2NC(=O)C(C)(C)C)CC1,13.0,1.07,0.5,-0.7,-5.0,1.05,-6.8,-1.2,-4.1
Cc1ccc(-c2cc(C(F)(F)F)n3nc(C(=O)N4CCN5CCCC5C4)cc3n2)cc1 (centres undefined),4.2,0.973,2.5,-2.4,9.4,0.906,2.7,0.4,-7.4
CCOCCCNC(=O)CN1C(=O)c2cccc3cccc1c23,1.2,1.05,0.4,-2.2,-26.3,1.26,-5.3,-4.6,0.4
O=C(NC(=S)Nc1cccc2c(O)cccc12)c1cccc(Br)c1,-2.1,0.792,1.4,-7.1,8.8,0.912,20.8,0.9,-4.0
O=C(O)CC(CC(=O)Nc1ccc(F)c(Cl)c1)c1ccc(Cl)cc1Cl (centres undefined),-4.8,0.978,11.6,-0.9,-3.5,1.03,2.2,0.7,-2.2
CCC1CCCCN1CCCNC(=O)CSc1nc2nc(C)c(Cc3ccc(C)cc3)c(C)n2n1 (centres undefined),-11.7,0.984,-2.9,0.0,15.5,0.845,1.6,16.6,-8.1
CC(=O)c1ccc(S(=O)(=O)Nc2c(C)nn(C)c2C)cc1,3.6,1.03,0.1,-1.7,-4.9,1.05,-2.8,4.3,-2.2
Cc1coc2cc3oc(=O)c(CCC(=O)NCCCN4CCOCC4)c(C)c3cc12,-21.8,0.943,1.5,-3.4,17.1,0.829,5.7,-4.1,-4.5
CCn1cc(/C=C(\NC(=O)c2ccccc2F)C(=O)NCCCn2ccnc2)c2ccccc21,0.0,0.871,0.8,-0.3,3.0,0.97,12.9,-9.0,-8.2
O=C(/C=C/c1ccccc1[N+](=O)[O-])NCCc1ccc(F)cc1,8.7,1.03,3.3,-1.8,-1.6,1.02,-3.3,0.7,3.3
Cc1ccc(OCCCCNC2CCCC(C)C2C)c(C)c1 (centres undefined),-0.3,0.992,59.9*,-5.6,-9.2,1.09,0.8,-3.2,-7.6
CC(=O)N1CCN(c2ccc(Oc3ncnc4sccc34)cc2)CC1,3.3,1,1.4,0.1,0.2,0.998,-0.3,-4.2,-6.1
Cc1ccc(C(=O)NCC(=O)NCC(=O)OCC(=O)c2ccc(Br)cc2)cc1,4.5,0.991,-0.6,-0.8,-9.2,1.09,0.9,1.9,-3.8
CN1CCN(c2nc3ccccn3c(=O)c2/C=C(\C#N)S(=O)(=O)c2ccc(Cl)cc2)CC1,-3.0,0.935,1.2,0.2,8.5,0.915,6.5,-6.7,-3.5
CC1CN(Cc2cc(=O)[nH]c(C(C)C)n2)CC(C)O1 (centres undefined),-4.8,1.05,0.9,0.7,7.3,0.927,-5.2,-1.7,-2.5
COc1cc(/C=N/NC(=O)c2ccncc2)ccc1OC(=O)c1ccco1,-1.8,1.02,0.2,4.0,-13.1,1.13,-1.9,2.0,-5.0
CC1=NCCN1S(=O)(=O)c1cc(Cl)ccc1Cl,-9.9,0.975,0.6,-3.0,-4.0,1.04,2.5,-0.3,-3.7
CCOCc1cnc(C)nc1NCC(=O)c1c(C)[nH]c2ccc(OC)cc12,-2.7,0.884,0.4,-2.4,-5.1,1.05,11.6,54.9*,21.2
COc1ccc(S(=O)(=O)N2CCCCC2)cc1NC(=O)c1ccc(Cl)nc1,-7.6,0.994,-1.3,-2.3,-4.0,1.04,0.6,6.2,-3.4
C=CCn1c(C(O)c2ccccc2)nc2ccccc21 (centres undefined),-7.4,1.05,-0.8,-3.4,-24.9,1.25,-5.3,3.4,-1.3
CC(=O)c1cccc(NC(=S)NNC(=O)c2ccco2)c1,-9.9,0.847,1.3,-1.4,-71.8,1.72,15.3,-5.5,-16.6
O=C(NCc1ccncc1)C(=O)NCC(c1ccco1)N1CCN(c2ccc(F)cc2)CC1 (centres undefined),-6.1,1.01,1.2,0.0,-1.5,1.01,-1.3,2.0,-7.0
CC(C)(C)C(=O)N1CCN(c2ccc([N+](=O)[O-])c(NCC3CCCO3)c2)CC1 (centres undefined),-7.3,0.782,-0.6,-2.0,-12.9,1.13,21.8,-5.3,1.1
CCOC(=O)CC(=O)CSc1ncnc2c1cnn2-c1ccccc1,-6.5,0.788,-6.0,-2.2,-17.3,1.17,21.2,-0.4,-1.5
COc1ccc(S(=O)(=O)Nc2cccc(-c3ccc4nncn4n3)c2)c(OC)c1,-0.7,0.998,-1.7,7.5,12.3,0.877,0.2,-4.6,-5.0
CCN1C(=O)C(CC(=O)Nc2ccc(OC)cc2)N(CCc2ccc(F)cc2)C1=S (centres undefined),5.0,1.09,1.8,-6.6,-3.6,1.04,-9.1,-0.4,-6.2
CN1CCN(c2ccccc2NC(=O)c2sc3ccccc3c2Cl)CC1,-17.8,0.901,0.6,-6.8,17.4,0.826,9.9,3.6,1.3
CCN(CC)CCCNC(=S)N1CCC(c2nc3ccccc3[nH]2)CC1,-2.9,0.934,1.7,1.1,-26.9,1.27,6.6,-8.6,-5.1
CN(C)S(=O)(=O)c1ccc(Cl)c(C(=O)OCC(=O)c2ccco2)c1,-10.4,0.852,-0.8,1.5,5.4,0.946,14.8,-1.2,-5.8
Cc1ccc2oc(=O)cc(CN3CCOCC3)c2c1,5.6,1.07,5.2,-1.7,18.0,0.82,-7.1,-2.3,-2.9
CC(=O)c1cccc(NC(=O)C2C3C=CC(C3)C2C(=O)O)c1 (centres undefined),3.1,1.11,-1.4,2.1,-10.5,1.1,-11.3,-1.2,-8.2
Cc1ccc(C(=O)c2cc3ccccc3o2)cc1,-0.9,0.936,-1.1,-0.8,-5.7,1.06,6.4,-3.6,-2.3
O=C(CN(C(=O)CSc1nnc(COc2ccccc2)o1)c1ccc(F)cc1)NC1CCCC1,-3.8,1.05,-0.1,-3.2,-12.6,1.13,-5.5,1.7,-0.2
CCOc1ccc(N(CC(=O)NCCc2ccc(Cl)cc2)S(=O)(=O)c2c(C)[nH]c(=O)[nH]c2=O)cc1,12.9,0.975,-0.8,-3.8,-2.9,1.03,2.5,2.5,3.9
O=C(Nc1cccc(Cl)c1)c1nc[nH]c1C(=O)NCCN(CCNC(=O)c1[nH]cnc1C(=O)Nc1cccc(Cl)c1)CCNC(=O)c1[nH]cnc1C(=O)Nc1cccc(Cl)c1,4.5,0.914,0.4,-5.4,-83.2,1.83,8.6,-1.1,-3.8
O=C(c1ccco1)N1CCCN(Cc2nc(-c3ccc4c(c3)OCO4)no2)CC1,-5.4,1.1,-0.8,-1.4,0.8,0.992,-10.2,0.6,0.0
COc1ccc(CCN(Cc2ccccn2)C(=S)Nc2ccccc2C)cc1OC,-9.8,0.99,-0.7,2.2,-2.0,1.02,1.0,5.0,-1.7
O=c1o[nH]c(-c2ccccc2)c1N=Nc1c(F)cccc1Cl,3.0,0.98,3.7,-5.5,-7.0,1.07,2.0,-0.3,-4.5

# Full records, looked up by structure:
# CCOc1ccc(N(CC(=O)NCCc2ccc(Cl)cc2)S(=O)(=O)c2c(C)[nH]c(=O)[nH]c2=O)cc1 as listed: ATG4B inhibitor = 12.9; mIAP activ = 0.975; MPTP block = -0.8; beta cell repl = -3.8; hIAP inh = -2.9; hIAP act = 1.03; mIAP block = 2.5; APOBEC3A inh = 2.5; APOBEC3G inh = 3.9
# O=c1o[nH]c(-c2ccccc2)c1N=Nc1c(F)cccc1Cl as listed: ATG4B inhibitor = 3.0; mIAP activ = 0.98; MPTP block = 3.7; beta cell repl = -5.5; hIAP inh = -7.0; hIAP act = 1.07; mIAP block = 2.0; APOBEC3A inh = -0.3; APOBEC3G inh = -4.5

# More records follow:
SMILES,ATG4B inhibitor,mIAP activ,MPTP block,beta cell repl,hIAP inh,hIAP act,mIAP block,APOBEC3A inh,APOBEC3G inh
N#Cc1ccccc1OCC(=O)Nc1ccc2c(c1)OCCCO2,2.8,1.08,0.3,-2.1,4.6,0.954,-8.5,4.8,5.4
COC(=O)CCC(=O)c1oc2ccccc2c1N,-8.0,1.04,0.2,-0.8,4.4,0.956,-4.1,-0.6,2.1
COCCNC(=O)CCc1c(C)nc2c(-c3ccc(F)cc3)c(C)nn2c1C,-1.5,0.955,-0.9,0.3,7.7,0.923,4.5,0.3,-3.5
COCCNc1nnc(SCC(=O)NC(=O)c2ccccc2OC)s1,-6.8,1.02,1.2,-3.0,-7.2,1.07,-2.2,1.6,-0.7
O=C1c2ccccc2C(Nc2ccc(F)c(Cl)c2)N1Cc1ccco1 (centres undefined),4.8,1.07,1.9,-5.7,7.9,0.921,-7.3,-0.9,-4.2
CC1CCN(C(=O)CN2C(=O)NC(C)(c3ccc4ccccc4c3)C2=O)CC1 (centres undefined),-3.2,1.04,-0.9,-0.2,0.0,1,-4.0,-1.8,-3.5
Cc1ccn2c(CN3CCOCC3)c(-c3ccccc3)nc2c1,-11.7,1.05,0.9,-2.6,-26.1,1.26,-4.6,1.0,0.2
CCC1=C(OC(=O)N(CC)CC)N2C(=O)OC(=NCC(=O)OC)[C@]2(C)[C@H]2C1=CC[C@H]1C(=O)N(C)C(=O)[C@H]12,9.1,1.05,-2.8,-4.7,-17.4,1.17,-4.6,2.7,3.3
Cc1ccccc1-c1nc(CS(=O)CC(=O)NCCN2CCOCC2)c(C)o1 (centres undefined),-5.6,0.929,0.0,0.1,3.4,0.966,7.1,-1.2,-1.9
CN(Cc1ccc(C(C)(C)C)cc1)C(=O)C1CSC2(C)CCC(=O)N12 (centres undefined),4.3,1.12,-0.2,-1.0,5.5,0.945,-12.0,1.5,5.9
O=[N+]([O-])c1ccc(Sc2n[nH]c(-c3ccco3)n2)nc1,-2.1,0.969,-1.5,1.9,-6.5,1.06,3.1,-1.2,0.3
CCOc1ccc(-c2c[n+]3c(n2-c2ccccc2)CCCCC3)cc1,5.9,1.12,5.2,-5.8,-1.5,1.01,-12.5,-4.2,-3.2
